MITF primary – inhibitors of human MITF; O75030; AlphaScreen MITF homodimerization, bead proximity signal; inhibition, % at 2.6 µM; hit rate 0.91% among 650,000; in the data active = inhibition above about 50%;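 note: 0% = vehicle wells with protein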
FBW7 act – human FBW7 E3 ligase activation, primary screen | Q969H0 | AlphaScreen FBW7–phospho-cyclin E peptide binding, activator screen | normalized activity (activation), % at 26.1 µM | hit rate 0.13% among 650,000; in the data active = normalized activity above about 1.9%;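 note: purified mutant Fbw7 with reduced substrate affinity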
Target sequence (Q969H0 whole entry, looked up): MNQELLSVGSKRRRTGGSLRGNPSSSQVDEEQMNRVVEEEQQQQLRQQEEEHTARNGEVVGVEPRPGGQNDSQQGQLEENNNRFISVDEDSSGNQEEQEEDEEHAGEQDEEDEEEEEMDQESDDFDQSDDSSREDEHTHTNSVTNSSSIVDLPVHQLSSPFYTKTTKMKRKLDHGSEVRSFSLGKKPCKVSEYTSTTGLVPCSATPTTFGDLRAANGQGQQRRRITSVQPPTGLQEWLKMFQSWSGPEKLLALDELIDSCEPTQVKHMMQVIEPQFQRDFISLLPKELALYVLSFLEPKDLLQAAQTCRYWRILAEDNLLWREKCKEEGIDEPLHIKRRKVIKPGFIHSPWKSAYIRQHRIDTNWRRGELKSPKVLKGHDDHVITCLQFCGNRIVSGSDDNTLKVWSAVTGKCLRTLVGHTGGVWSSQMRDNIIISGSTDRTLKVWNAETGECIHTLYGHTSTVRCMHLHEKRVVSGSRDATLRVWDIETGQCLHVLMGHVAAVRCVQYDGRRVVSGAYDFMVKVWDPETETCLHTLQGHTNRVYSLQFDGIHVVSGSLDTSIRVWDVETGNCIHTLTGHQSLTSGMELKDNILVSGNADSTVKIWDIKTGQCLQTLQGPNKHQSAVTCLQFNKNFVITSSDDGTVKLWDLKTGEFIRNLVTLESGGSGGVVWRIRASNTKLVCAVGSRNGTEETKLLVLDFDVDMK
TEAD-YAP inh – TEAD-YAP interaction inhibition | HEK-TIYL cells, TEAD-Gal4/YAP UAS-luciferase luminescence | inhibition, % at 9.12 µM | hit rate 1.4% among 640,000 | AID 1259422; in the data active = inhibition above about 32%;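 note: 0% = median of test compound wells and 100% = reference inhibitor wells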
GPR151 activ – activates the human receptor GPR151. Q8TDV0. PathHunter beta-arrestin GPR151 cells, luminescence. activation, % at 11.2 µM. hit rate 1% among 650,000. AID 1508602; in the data active = activation above about 4.9%;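 note: 0% = median of compound wells and 100% = cells with positive control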
Numbers without * were called inactive.

SMILES | TEAD-YAP inh | MITF primary | GPR151 activ | FBW7 act
COc1cc(C#N)c(NC(=S)N2CCCC2)cc1OC | -1 | 7 | 5.4* | 0.1
COc1ccc(Oc2nc(N3CCOCC3)nc(-c3ccccc3)c2C#N)cc1 | -9 | 0 | -2.0 | 0.8
O=[N+]([O-])c1ccc(S(=O)(=O)Nc2ccc(S(=O)(=O)N3CCOCC3)cc2)cc1 | -2 | -24 | 1.7 | 0.0
O=c1c[n+]([O-])c2ccccc2n1OCc1ccccc1[N+](=O)[O-] | 2 | 3 | -0.7 | -0.1
C[C@H](O)[C@H]1NC(=O)[C@@H]2C[C@H](NCc3ccc(CN4CCCCC4)s3)CN2C1=O | 10 | -9 | 1.8 | -0.2
COc1cc(CNC2CCC(C)CC2)cc(OC)c1OC (centres undefined) | -3 | -1 | 2.0 | 0.1
CN(/N=C/c1ccccc1[N+](=O)[O-])C1=NS(=O)(=O)c2ccccc21 | 7 | -10 | -0.4 | 0.0
CC(C)(C)NC(=O)C1CCN(S(C)(=O)=O)CC1 | 6 | 7 | 0.2 | 0.0
COCCCNCC(O)COCc1ccc(OC)cc1 (centres undefined) | -5 | 29 | 2.9 | 0.1
CC(C)[C@@H](Cn1nc(-c2cccs2)ccc1=O)NC(=O)Cn1cnc2ccccc2c1=O | 16 | 3 | -1.0 | -0.1
O=C(CCC(=O)Nc1ccccc1Cl)NNC(=S)NCC1CCCO1 (centres undefined) | 6 | -8 | 0.4 | -0.1
Clc1ccc(CN2CCN(/N=C/c3c(Cl)nc4sccn34)CC2)cc1 | 40* | 9 | 2.2 | -0.2
CCC1=NN(C(=O)Cc2ccc(OC)cc2)C(O)(c2ccncc2)C1 (centres undefined) | 0 | -4 | 2.2 | 0.0
Cc1nn(-c2ccccc2)c2nc(-c3cccs3)cc(C(=O)OCC(N)=O)c12 | -1 | 10 | 0.0 | -0.1
O=C(NCCN1Cc2ccccc2C1=O)NC1CCCCC1 | -7 | 0 | 0.3 | 0.3
C/C(=N\NC(=O)c1ccc(F)cc1)c1ccc2ccccc2c1 | -55 | -2 | -1.7 | 0.1
CCCn1c(SCC(=O)Nc2nc(C)c(C)s2)nnc1C(C)C | -4 | 7 | 0.4 | -0.1
Brc1ccc(-c2nnc3n2CCC3)cc1 | -6 | 5 | 0.9 | -0.1
C/C(=N\Nc1ccccn1)c1cc([N+](=O)[O-])cs1 | -29 | 20 | 0.4 | -0.1
COc1cc(/C=c2\sc3nc(-c4ccccc4)nn3c2=O)ccc1OC(C)=O | 8 | 9 | -0.1 | -0.1
N#Cc1c(CCl)/c(=C/O)c(=O)n2c1nc1ccccc12 | 10 | 12 | -2.1 | 0.5
O=C(O)CNC(=O)C(O)(c1ccccc1)c1ccccc1 | -8 | 17 | -0.9 | 0.9
COc1ccc(N2C(=O)/C(=C/c3cc(OC)c(O)c(OC)c3)C(=O)NC2=S)c(OC)c1 | -3 | 10 | -1.2 | 0.5
CC(C)CNc1ncnc2sc3c(c12)CCCCC3 | -15 | 2 | -0.7 | 1.1
COc1ccc(NC(=O)c2ccco2)cc1N1CCCCC1=O | -7 | 17 | -0.5 | 0.7
O=C(O)c1ccc(CS(=O)c2ccc(Br)cc2)o1 (centres undefined) | 12 | 6 | -0.2 | 0.4
CC(C)c1nc2ccccn2c1NC(C)(C)C | -5 | 10 | -0.9 | -0.1
COc1cncc(-c2cnc3c(Nc4cccc(N(C)C)c4)nccn23)c1 | 7 | 13 | 1.5 | 0.6
CS(=O)(=O)c1ccc(NCCc2ccccc2)c(F)c1 | -32 | -6 | 0.7 | 0.0
CCn1c(SCC(=O)Nc2cccc(C(C)=O)c2)nnc1C1CC1 | 16 | 4 | 0.3 | -0.1
Cc1cccc(N2C(N)=C(C#N)C(c3ccsc3)C3=C2CC(C)(C)CC3=O)c1 (centres undefined) | -1 | 0 | -0.3 | 0.0
CCn1cc(C(=O)N2CCOCC2)c(=O)c2cc(S(=O)(=O)N(C)C)ccc21 | -4 | 12 | -0.5 | 0.0
CC(C)OCCCNS(=O)(=O)c1ccc2[nH]c(=O)ccc2c1 | 1 | 3 | 2.2 | 0.3
Cc1sc(NC(=O)c2cc3cc([N+](=O)[O-])ccc3oc2=O)nc1-c1cccs1 | -10 | 0 | -0.4 | 0.0
CCN1CCCC1CNC(=O)NC1CC(=O)N(c2ccc(OC)c(OC)c2)C1 (centres undefined) | -2 | -3 | -0.3 | 0.0
O=C(Cc1ccc([N+](=O)[O-])cc1)N/N=C\c1ccc([N+](=O)[O-])o1 | 9 | 1 | 3.3 | 0.1
Cc1ccc(S(=O)(=O)N(C)/N=C/c2ccco2)cc1 | 8 | 1 | -0.2 | 0.3
CNC(=O)c1c(NC(=O)c2ccc(Cc3ccccc3)cc2)sc2c1CCC2 | -2 | -2 | 1.9 | -0.1
CN(C)c1ccc(C(=O)N2CCc3ccccc32)cc1 | -20 | -8 | -2.5 | -0.3
COC(=O)C1CC(O)CN1Cc1ccc(OC)c(C)c1OC (centres undefined) | 8 | 0 | 0.5 | 0.0
O=C(N/N=C/c1cccc(F)c1)NC1CCCCC1 | -27 | 6 | -0.3 | 0.1
COc1cc(C2OCC3(CO)C(C)C=C(C)C2C3C)ccc1O (centres undefined) | 0 | 18 | -0.2 | 0.2
O=C(Nc1nnc(COc2ccccc2)s1)c1cccc(Br)c1 | -2 | -3 | -1.0 | 0.6
O=C(N/N=C/c1ccc([N+](=O)[O-])o1)c1ccc(-c2ccccc2)cc1 | 13 | -19 | -0.7 | 0.0
O=C(NC1CCCCC1)c1sc(N2CCOCC2)nc1-c1ccccc1 | -10 | 13 | -0.2 | 0.2
Cc1ccc(CCN2C(=O)CCC2(C)C(=O)NCc2cccnc2)cc1 (centres undefined) | 0 | 9 | -0.3 | 0.4
O=C(NC1CC(=O)N(c2ccc(F)cc2)C1)N1CCc2ccccc2C1 (centres undefined) | 9 | 4 | 2.3 | 0.3
Cc1c(C(=O)Nc2c(F)cccc2F)sc2nc[nH]c(=O)c12 | 13 | 7 | 0.3 | 0.2
N#CC1=C(N)C(C#N)(C#N)C(c2ccccc2F)C2CNCC=C12 (centres undefined) | 16 | 1 | 0.1 | -0.1
COc1ccc(C(CC(=O)O)NC(=O)CCCCCN2C(=O)c3ccccc3C2=O)cc1 (centres undefined) | 10 | 11 | 4.3 | -0.2
Cc1cccc(-n2c(C)cc(C=O)c2C)c1 | 0 | 1 | 0.7 | 0.2
Nc1nnc(SCC(=O)Nc2ccc(N3CCOCC3)c(Cl)c2)s1 | 15 | 2 | 1.5 | 0.0
COc1cc(C=O)cc(Cl)c1OC(=O)N1CCOCC1 | -2 | -8 | 0.2 | -0.1
CC(C)C(=O)N1CCN(S(=O)(=O)c2ccc(Cl)c(C(F)(F)F)c2)CC1 | 0 | 10 | 1.6 | 0.0
COc1cc2c(cc1OC)C(COc1ccc([N+](=O)[O-])cc1)N(C(=O)COc1ccc(Cl)cc1Cl)CC2 (centres undefined) | -4 | -2 | -0.7 | -0.1
Nc1nc2c(nc(N/N=C/c3ccc4c(c3)OCO4)n2C2OC(CO)C(O)C2O)c(=O)[nH]1 (centres undefined) | -41 | -6 | 0.9 | 0.0
C/C(CC(=O)Nc1cccc(Cl)c1C)=N\NC(=O)c1ccc(O)cc1O | 7 | -8 | 0.0 | -0.1
O=C(COc1ccc(S(=O)(=O)N2CCCC2)cc1)Nc1ccc2c(c1)OCCO2 | 13 | 1 | 0.1 | 0.0
COc1ccc(S(=O)(=O)Nc2cccc(N(C)S(C)(=O)=O)c2)cc1C | 12 | 9 | -1.4 | 0.2
Cn1c(=O)[nH]c(=O)c2c1nc(N1CCCC1)n2Cc1cccc2ccccc12 | -12 | 1 | -0.1 | 0.1

Looked up by structure from the list above:
SMILES | TEAD-YAP inh | MITF primary | GPR151 activ | FBW7 act
N#Cc1c(CCl)/c(=C/O)c(=O)n2c1nc1ccccc12 | 10 | 12 | -2.1 | 0.5
Cc1sc(NC(=O)c2cc3cc([N+](=O)[O-])ccc3oc2=O)nc1-c1cccs1 | -10 | 0 | -0.4 | 0.0
C/C(CC(=O)Nc1cccc(Cl)c1C)=N\NC(=O)c1ccc(O)cc1O | 7 | -8 | 0.0 | -0.1

An excerpt from above in order of length of the SMILES, rising.
SMILES | TEAD-YAP inh | MITF primary | GPR151 activ | FBW7 act
CN(C)c1ccc(C(=O)N2CCc3ccccc32)cc1 | -20 | -8 | -2.5 | -0.3
COC(=O)C1CC(O)CN1Cc1ccc(OC)c(C)c1OC (centres undefined) | 8 | 0 | 0.5 | 0.0
Nc1nnc(SCC(=O)Nc2ccc(N3CCOCC3)c(Cl)c2)s1 | 15 | 2 | 1.5 | 0.0
O=C(NC1CC(=O)N(c2ccc(F)cc2)C1)N1CCc2ccccc2C1 (centres undefined) | 9 | 4 | 2.3 | 0.3

(listing goes on)
SMILES | TEAD-YAP inh | MITF primary | GPR151 activ | FBW7 act
CC(=O)N(CC(O)c1ccccc1)C1CC(=O)N(c2ccc(Cl)cc2)C1=O (centres undefined) | 3 | -3 | 3.9 | 0.0
CC(/C=C/c1ccccc1)=N/NC(=O)c1ccc(C)cc1 | -41 | -20 | -0.5 | 0.1
COc1ccc(S(=O)(=O)NCc2ccc(C(=O)NC3CCC(C)CC3)cc2)cc1 (centres undefined) | -4 | 3 | 0.1 | 0.1
O=S(=O)(c1ccccc1Cl)N1CCN(Cc2nnnn2-c2ccccc2)CC1 | 1 | -11 | -1.7 | -0.1
CC1Sc2ccccc2N(Cc2ccccc2F)C1=O (centres undefined) | 4 | -1 | 0.3 | 0.1
CCOc1ccc(C(=O)NCCC(=O)NCCCC(=O)O)cc1 | -3 | 5 | 1.2 | 0.7
COc1oc(-c2ccc(Cl)cc2)nc1C(F)(F)F | 8 | -5 | -0.5 | 0.2
CC1=C(C(=O)Nc2ccccc2)C(c2ccccc2Cl)C(C#N)=C(SCC(N)=O)N1 (centres undefined) | -6 | -6 | 0.2 | -0.1
Cc1cc(C)c(S(=O)(=O)Nc2noc3ccccc23)c(C)c1 | 5 | 0 | 2.6 | 0.0
CCOC(=O)c1ccc(NC(=O)NNC(=S)Nc2ccc(F)cc2F)cc1 | -3 | 25 | -0.9 | 0.0
O=C(Nc1ccccc1C(=O)O)c1cc(S(=O)(=O)N2CCCCC2)cs1 | 4 | 2 | -1.1 | -0.2
O=C(COC(=O)/C(=C/c1cccs1)c1cccs1)Nc1ccc2[nH]c(=O)[nH]c2c1 | 5 | 12 | 0.5 | 0.1
O=C(NCCO)/C(=C\c1ccccc1)NC(=O)c1ccccc1Cl | 1 | 7 | 0.2 | 0.1
O=C(NCc1cccs1)c1cc(-c2ccc(Br)cc2)on1 | -1 | -5 | 1.7 | -0.1
COC(=O)c1ccc(NC(=O)CCS(=O)(=O)c2ccc(OC)cc2)cc1 | -5 | -3 | 5.0* | 0.1
CCCCOc1ccc(/C=C(/C#N)c2nc(-c3ccc(-c4ccccc4)cc3)cs2)cc1 | -15 | 14 | 0.8 | 0.1
CCN(CC)c1ccc2cc(-c3nnc(Nc4cc(C(F)(F)F)ccc4Cl)s3)c(=O)oc2c1 | 5 | 12 | -0.7 | 0.0
Cc1ccc(F)cc1NC(=O)Cn1c(=O)n(Cc2ccc(F)cc2)c(=O)c2nccnc21 | -2 | 6 | 1.0 | -0.1
CC1=C(C(=O)OC2CCCCC2)C(c2ccccc2Cl)n2ncnc2N1 (centres undefined) | -3 | -5 | -0.4 | -0.3
COc1ccc(Cn2nnnc2CN2CCN(c3ccccc3F)CC2)cc1 | -18 | 4 | 0.2 | 0.8
CCOC(=O)Cc1csc(NC(=O)C2CCCCC2C(=O)O)n1 (centres undefined) | 4 | 27 | -0.8 | 0.1
COc1ccc(S(=O)(=O)N/N=C/c2ccc(OCCN3CCOCC3)c(OC)c2)cc1 | 1 | 17 | -1.4 | 0.2
CN(CC(=O)Nc1ccccc1F)S(=O)(=O)c1cccs1 | -1 | 9 | 0.3 | -0.1
CCn1ccc(C(=O)N=c2sc3cc(Cl)ccc3n2CCOC)n1 | -5 | 21 | 1.5 | 0.1
Fc1ccc(CN(C(=S)Nc2cccc(C(F)(F)F)c2)C2CCCCC2)cc1 | 2 | 3 | -0.8 | 0.0
COc1ccc(C(=O)CC2(O)C(=O)Nc3ccc(Br)cc32)cc1OC (centres undefined) | 1 | 15 | -0.5 | 0.0
COc1ccc(Br)cc1C(=O)N/C(=C\c1ccc([N+](=O)[O-])cc1)C(=O)Nc1ccc(Br)c(C)c1 | -3 | 1 | -1.9 | -0.1
Cc1ccc(C(CNC(=O)c2ccc3c(c2)OCO3)N2CCOCC2)cc1 (centres undefined) | -13 | -14 | -0.7 | 0.0
CCCCNC(=O)CCCCCn1c(=S)[nH]c2cc3c(cc2c1=O)OCO3 | -5 | -5 | -0.8 | 0.2
CCOC(=O)N1CCN(S(=O)(=O)c2ccc(F)c(C(=O)Nc3ccc(F)c(F)c3)c2)CC1 | 17 | -7 | 0.2 | -0.1
CCOC(=O)C1(CC2CC2)CCN(C(=O)CCc2nc3ccc(F)cc3[nH]2)CC1 | -27 | 1 | -0.8 | -0.1

Bioassay records deposited in PubChem BioAssay by The Scripps Research Institute Molecular Screening Center.
